# DAGLB inh: blocks human DAGLB lipase activity; Q8NCG7; HEK293T DAGLB membrane lysate, EnzChek fluorogenic substrate; inhibition, % at 5.17 µM; 340,000 compounds, 0.059% hits; AID 504411; in the data active means inhibition above about 34%;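 further: 0% = enzyme with vehicle and 100% = wells lacking enzyme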
# Target sequence (Q8NCG7 whole entry, looked up): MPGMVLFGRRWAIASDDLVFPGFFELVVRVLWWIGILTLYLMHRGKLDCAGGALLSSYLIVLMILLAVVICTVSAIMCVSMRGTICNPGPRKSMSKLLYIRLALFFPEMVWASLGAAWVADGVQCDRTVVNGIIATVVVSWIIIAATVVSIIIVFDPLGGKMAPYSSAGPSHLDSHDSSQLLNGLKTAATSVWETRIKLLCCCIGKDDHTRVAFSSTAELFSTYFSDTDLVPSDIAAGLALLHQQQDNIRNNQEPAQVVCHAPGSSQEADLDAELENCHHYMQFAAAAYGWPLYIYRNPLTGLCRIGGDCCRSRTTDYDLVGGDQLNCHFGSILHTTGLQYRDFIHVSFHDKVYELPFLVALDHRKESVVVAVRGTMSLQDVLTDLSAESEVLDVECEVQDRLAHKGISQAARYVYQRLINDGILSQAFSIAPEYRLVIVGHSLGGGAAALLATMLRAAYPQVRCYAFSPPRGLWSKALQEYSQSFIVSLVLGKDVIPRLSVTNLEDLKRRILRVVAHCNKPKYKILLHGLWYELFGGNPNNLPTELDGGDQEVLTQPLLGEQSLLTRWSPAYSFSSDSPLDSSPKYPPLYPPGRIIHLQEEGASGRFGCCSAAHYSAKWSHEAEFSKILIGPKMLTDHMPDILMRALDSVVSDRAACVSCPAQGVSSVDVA
# cardiac RTF act: increases calcium sensitivity of human cardiac regulated thin filaments. P19429+P45379. activation, % at 7.2 µM. 340,000 compounds, 0.24% hits. IANBD-labeled TnC RTF fluorescence at EC20 calcium; 0% EC20 calcium, 100% full calcium. AID 493008;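 active means activation above the mean over all tested compounds plus 3 SD, cut at about 30% in these data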;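 further: rise in fluorescence read as greater calcium sensitivity of cardiac thin filaments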
# C-LANA FP: KSHV C-LANA DNA binding inhibition. inhibition, % at 9 µM. 340,000 compounds, 0.078% hits. MBP-C-LANA/FAM-LBS DNA binding, fluorescence polarization;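 active means highest replicate inhibition at or above 60% at 9 µM, even if other replicates fall short; inactive means all replicates below 60% inhibition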;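 further: 0% = neutral control wells and 100% = 4 µM acridine orange control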
# CAL PDZ FP-1: CAL PDZ (human) peptide binding inhibition. 300,000 compounds, 0.92% hits. AID 602252. inhibition, % at 24.9 µM. purified CAL PDZ, TMR-peptide fluorescence polarization, 1 h;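 active means mean inhibition of at least 30% with at least half of replicates also reaching 30%; inconclusive means no clear call, values can overlap the other calls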;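 further: 0% = DMSO neutral control and 100% = excess unlabeled competitor peptide PRC23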
# CAL PDZ FP-2: human CAL PDZ-peptide interaction inhibition; Q9HD26; AID 504414; inhibition, % at 20 µM; purified CAL PDZ, TMR-peptide fluorescence polarization, 1 h; 330,000 compounds, 0.02% hits;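 active means highest replicate inhibition of at least 40%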;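 further: plate controls were DMSO neutral control wells for no effect and unlabeled competitor peptide control wells for full effect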
#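 Control set: unlabelled peptide and DMSO controls / Material: purified CerCALP PDZ construct / Timing: 1 h incubation at room temperature before polarization reading / Doses: 20 µM, one dose / Detection: fluorescence polarization (mP)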
# Keap1 Nrf2 FP: Keap1-Nrf2 (human) interaction inhibition; 340,000 compounds, 0.15% hits; Q14145; Keap1 Kelch-Nrf2 peptide fluorescence polarization, 1536-well; inhibition, % at 9.4 µM; in the data active means inhibition above about 12%; inconclusive means no clear call, values can overlap the other calls; inactive means below about 7.3%;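 further: human Keap1 Kelch domain with fluorescein labeled Nrf2 9mer peptide probe; 0% = neutral control wells and 100% = peptide positive control; higher means more block of Keap1 binding to Nrf2 peptide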
# Rtt109 HAT inh: inhibitors of Candida albicans Rtt109/Vps75 histone acetyltransferase. Q5AAJ8. purified Rtt109/Vps75, ThioGlo CoA-SH fluorescence, 4 h. inhibition, % at 34.9 µM. 330,000 compounds, 0.16% hits;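 active means inhibition of at least 50% in every replicate; inconclusive means best replicate reaches 50% inhibition but some replicates fall short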
# PKA-R2B activ: activates the human PKA-R2B holoenzyme complex | AID 504700 | PKA-R2B holoenzyme dissociation, Cy5-IP20 fluorescence polarization; R2B truncated from residue 108, S112A mutant; 0% DMSO only, 100% 113 µM cGMP | activation, % at 11.4 µM | 340,000 compounds, 0.079% hits | P22694+P31323;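 active means activation above a cutoff set at the mean over all compounds plus 3 SD, cut at about 18% in these data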;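 further: higher means more holoenzyme dissociation and a rise in polarization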
# Target sequence (P31323 whole entry, looked up, other chains not shown, the tested form may be a part): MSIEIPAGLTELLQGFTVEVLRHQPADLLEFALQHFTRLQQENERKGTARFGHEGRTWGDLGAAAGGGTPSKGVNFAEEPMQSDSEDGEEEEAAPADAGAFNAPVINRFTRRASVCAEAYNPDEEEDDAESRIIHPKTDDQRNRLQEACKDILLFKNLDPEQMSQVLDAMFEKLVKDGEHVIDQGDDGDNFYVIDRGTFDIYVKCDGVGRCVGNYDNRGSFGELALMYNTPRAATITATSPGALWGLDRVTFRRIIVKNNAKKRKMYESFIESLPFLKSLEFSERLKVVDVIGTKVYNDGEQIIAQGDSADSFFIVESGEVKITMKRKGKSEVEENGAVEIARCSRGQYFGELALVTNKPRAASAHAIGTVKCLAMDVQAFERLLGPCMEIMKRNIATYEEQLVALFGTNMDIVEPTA
# Cardiac RTF inh: cardiac RTF calcium desensitization. P19429+P45379. IANBD-labeled cardiac RTF, Ca2+ fluorescence. inhibition, % at 7.15 µM. 340,000 compounds, 0.12% hits. AID 493244;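 active means inhibition above the mean inhibition of all tested compounds plus 3 SD, cut at about 17% in these data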;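 further: assay run at fixed EC70 calcium of 1.6 mM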
# SR-BI DiI-HDL act: SR-BI HDL lipid transfer activation | CHO ldlA[mSR-BI] cells, DiI-HDL uptake fluorescence, 3 h; 100 = double the neutral-control signal | activation, % at 12.5 µM | 320,000 compounds, 0.096% hits;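 active means mean replicate activation of at least 60% and every replicate at or above 60%; inconclusive means mean or all-replicate condition met, but not both; inactive means mean below 60% and not all replicates reaching 60%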;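 further: 0% = median plate neutral-control signal and 100% = twice that signal; values of inactives mirror those of a sister screen read the other way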
#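 material = CHO ldlA[mSR-BI] cells | medium = Ham's F12 with 0.5% BSA, HEPES 25 mM, pH 7.4 | reagent = fluorescent DiI-HDL, 10 µg/mL final | compound dosing = single-point compound dose | incubation = 3 h, 37 °C | measured by = bottom-read fluorescence, 550/595 nm | measure = HDL uptake via cellular fluorescence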
# Starred values were filed as active, the others as inactive; ? = inconclusive; . = not tested or not shown.
SMILES,DAGLB inh,cardiac RTF act,C-LANA FP,CAL PDZ FP-1,CAL PDZ FP-2,Keap1 Nrf2 FP,Rtt109 HAT inh,PKA-R2B activ,Cardiac RTF inh,SR-BI DiI-HDL act
Nc1ccccc1SCC(=O)Nc1cccc2ccccc12,-2.5,5.4,1.8,-5.2,5.4,-3.0,3.3,1.8,-2.7,-1.9
COc1cccc(CN2CCNC(=O)C2CC(=O)NCCn2cccn2)c1OC (stereo unspecified),-0.7,8.1,2.2,1.2,-0.6,3.1,-8.5,2.5,-3.2,20.9
Cc1ccsc1C(=O)NNC(=O)CCN1CCN(c2ccccc2)CC1,-1.9,-3.4,-0.6,0.0,-2.4,-3.8,?,-0.1,-18.3,24.9
Cc1nnc(NC(=O)c2cc3n(n2)C(C(F)(F)F)CC(C2CC2)N3)s1 (stereo unspecified),3.9,-0.4,2.0,1.6,-0.7,-1.3,-2.0,2.2,-0.3,3.4
O=C(CN(c1ccccc1)S(=O)(=O)c1ccccc1)NCCSc1ccccn1,-1.4,4.7,0.5,5.6,.,-2.3,-2.9,8.4,-2.8,9.5
CC(=O)c1cccc(NC(=O)N2CCC(c3ccc(C)cc3)C2)c1 (stereo unspecified),-2.8,-1.4,-0.1,9.7,-0.8,3.6,10.4,6.5,-6.4,.
CCOC(=O)C1=CN(Cc2cccc(Br)c2)S(=O)(=O)NC1C (stereo unspecified),-0.9,2.4,3.0,-3.0,-0.1,3.0,-6.9,1.5,-9.6,4.7
O=C(CCNC(=O)c1ccc(Br)cc1)Nc1cc(Cl)ccc1-n1cncn1,2.0,4.5,-0.1,2.6,-1.2,-2.6,-1.4,-8.1,2.0,0.4
CCCC[C@H]1COCCS(=O)(=O)N1Cc1ccc(F)cc1,0.0,19.5,0.8,-2.2,0.2,-4.9,6.7,-19.1,-8.3,31.4
CC(C)Cn1c(=S)[nH]c2cc(Cl)ccc21,-1.4,-2.3,-1.1,8.1,-0.4,-4.5,1.5,-10.0,0.6,-1.6

# Molecules above with fluorine:
SMILES,DAGLB inh,cardiac RTF act,C-LANA FP,CAL PDZ FP-1,CAL PDZ FP-2,Keap1 Nrf2 FP,Rtt109 HAT inh,PKA-R2B activ,Cardiac RTF inh,SR-BI DiI-HDL act
Cc1nnc(NC(=O)c2cc3n(n2)C(C(F)(F)F)CC(C2CC2)N3)s1 (stereo unspecified),3.9,-0.4,2.0,1.6,-0.7,-1.3,-2.0,2.2,-0.3,3.4
CCCC[C@H]1COCCS(=O)(=O)N1Cc1ccc(F)cc1,0.0,19.5,0.8,-2.2,0.2,-4.9,6.7,-19.1,-8.3,31.4

# The results go on:
SMILES,DAGLB inh,cardiac RTF act,C-LANA FP,CAL PDZ FP-1,CAL PDZ FP-2,Keap1 Nrf2 FP,Rtt109 HAT inh,PKA-R2B activ,Cardiac RTF inh,SR-BI DiI-HDL act
Cc1nn(Cc2ccccc2)c(C)c1NC(=O)c1ccc([N+](=O)[O-])cc1[N+](=O)[O-],1.3,6.5,1.8,-0.3,0.4,-2.3,-7.4,-11.7,14.3,17.6
Cc1ccc(SCc2ccc(C(=O)N3CCCCC3)cc2)cc1,-7.4,6.1,-0.3,-4.8,-2.4,-5.3,23.0,-4.7,-1.5,-13.0
COCCN(CC(=O)Nc1cccc(C)c1C)C(=O)Cc1cccs1,1.1,-0.5,0.9,-5.8,0.0,3.1,-1.5,-0.7,-8.8,17.6
Cc1cccc(CNc2ncnc3ccc(-c4ccccc4Cl)cc23)c1,-7.0,-7.2,1.2,-1.9,-1.4,-3.5,-10.5,-3.8,-7.0,-20.2
O=C(CCN1C(=O)c2ccccc2C1=O)NCc1ccco1,1.4,0.2,-0.1,-6.8,-1.8,-0.8,-0.4,14.7,-0.9,12.1
CC1=N/C(=C\c2ccc3c(c2)OCO3)C(=O)N1c1ccc(C(=O)O)cc1,1.0,10.7,-1.0,-0.2,-1.2,-6.9,2.2,-1.6,-4.4,7.5
Cc1ccccc1-c1nc(CN2CCC(C(=O)NC3CCN(Cc4ccccc4)CC3)CC2)c(C)o1,2.4,-4.5,0.1,.,-1.1,0.2,0.4,-5.8,-2.4,12.4
O=C(NCCOc1ccc(Cl)cc1)C1CC(=O)N(c2ccc(F)cc2)C1 (stereo unspecified),-3.9,-1.4,0.4,-2.8,-2.3,-2.0,-4.8,-3.2,2.0,-3.1
CCCN(CC1CC1)C(=O)COC(=O)c1ccc2c(c1)C(=O)N(c1ccc(OCC)cc1)C2=O,-1.2,4.3,0.9,.,0.0,-1.7,4.2,-4.2,3.2,3.5
CC12CCC(C(=O)N(CC(=O)O)C1=O)C2(C)C (stereo unspecified),0.8,-1.4,-0.6,-0.5,-0.6,-5.1,5.5,1.4,-9.7,5.6
COc1cccc(CN2CC(C(=O)NCc3ncc(C)[nH]3)CCC2=O)c1 (stereo unspecified),-1.1,-0.6,0.7,-4.5,0.1,1.1,3.0,-2.5,-2.2,34.2
Cn1cccc1/C=C1\SC(=S)N(NC(=O)c2cccc(Cl)c2)C1=O,-6.4,12.4,-4.2,-3.7,-2.7,-8.5,-2.3,-0.6,-5.5,-2.0
Cc1ccc(C(=O)OCC(=O)N2C(C)CCCC2C)cc1S(=O)(=O)N1CCCCC1 (stereo unspecified),-2.4,-2.7,0.4,1.5,-2.2,3.4,-10.4,-9.7,-11.9,-28.2
CCOc1ccc(Nc2nnc(Cc3ccc(OC)cc3)c(=O)[nH]2)cc1,15.8,-2.5,1.1,-0.7,-0.8,-2.7,3.2,-3.7,-3.9,-8.7
O=C(NCc1cccc(C(F)(F)F)c1)C1CC(c2cccc(F)c2)=NO1 (stereo unspecified),-2.1,0.7,-1.5,-0.5,1.4,-1.3,3.5,-6.5,3.5,-0.2
CCCNC(=O)Nc1cccc(NC(C)=O)c1,1.0,-5.3,-0.3,-2.2,-0.8,-3.7,-5.1,-2.9,0.7,.
COc1ccc(C2c3c(ccc4ccccc34)Oc3ncn4nc(Cc5ccccc5)nc4c32)cc1OC (stereo unspecified),-1.4,2.6,-0.3,0.4,-1.5,-5.3,8.8,-4.8,5.7,6.9
COc1ccc(NC(=O)CCc2nc3ccccc3s2)c(OC)c1,0.0,-1.6,-0.4,4.8,-0.5,-3.7,0.3,-5.4,-3.2,-19.6
COc1ccc(C)cc1NC(=O)C(NC(=O)c1cc(OC)c(OC)c(OC)c1)C(C)C (stereo unspecified),-1.3,1.4,2.5,-0.8,-4.8,0.5,6.9,0.8,-6.2,-5.7
NC(=O)C1CCN(C(=O)c2ccc3c(=O)n(Cc4cccc(Br)c4)c(=S)[nH]c3c2)CC1,1.2,-0.6,-0.9,-1.5,-2.9,-0.8,9.9,-5.5,2.1,30.0
O=C(COc1ccc2ccccc2c1)Nc1cccnc1Cl,-12.7,-4.2,1.7,-1.9,-2.5,-1.0,-7.9,-0.8,-8.2,.
Brc1ccc(-c2ncc3ccccn23)cc1,0.8,-1.4,-8.0,6.2,-0.4,-2.3,-16.4,-5.4,-2.7,.
O=C(O/N=C1\CCS(=O)(=O)c2sccc21)c1ccccc1,3.6,-0.8,-1.5,0.1,-1.0,-4.1,-0.7,-8.5,-5.1,6.6
O=C(/C=C/c1ccccc1Cl)N(c1ccccn1)C1CCCCC1,-1.5,13.1,-0.3,-1.6,-0.4,-1.1,-1.6,5.3,-11.6,43.9
CCC(C)(C)NC(=O)C(c1cccn1C)N(C(=O)Cn1nnc2ccccc21)c1ccc(F)cc1 (stereo unspecified),-2.1,3.8,2.5,0.1,-1.0,0.9,-8.0,12.1,-9.1,9.6
O=C(NCc1cccnc1)c1cccc(OC2CCN(Cc3ccc(CO)o3)CC2)c1,-0.5,-5.3,0.3,9.6,0.5,-3.9,21.0,-14.9,4.2,0.5
COc1ccc(CN(C)C(=O)c2cc(-c3ccc(C)cc3C)nc3ccccc23)c(OC)c1OC,-4.9,-10.1,-3.3,-3.0,-2.4,5.0,3.4,-2.6,-0.1,.
CCS(=O)(=O)c1nc(S(=O)(=O)c2ccc(C)cc2)c(N2CC(C)CC(C)C2)s1 (stereo unspecified),-4.1,1.1,-2.6,.,-0.8,0.9,7.8,1.7,-10.6,11.5
Cc1nc2ccc(C(=O)OCc3nnc(-c4ccc(Br)cc4)o3)cc2nc1C,-1.6,-4.8,-0.7,-1.4,-1.4,1.4,4.3,-12.1,-1.3,4.7
COc1cc(C2C3=C(CCCC3=O)Nc3[nH]n(-c4ccccc4)c(=O)c32)cc(OC)c1OC (stereo unspecified),-0.1,5.6,0.6,-1.4,0.1,-1.6,3.1,0.6,-14.2,8.0
COCc1cc(C(C)=O)ccc1OCC(=O)Nc1ccc(NC(C)=O)cc1,-2.2,-1.2,-0.4,-3.1,-3.4,-6.1,19.1,2.8,-0.8,-32.1
CC(=O)c1cccc(NC(=O)CN(C)S(=O)(=O)c2ccc3c(c2)CC(C)N3C(C)=O)c1 (stereo unspecified),0.5,6.4,0.4,-6.9,-2.0,-0.5,0.0,3.3,-5.6,-13.7
Cc1cc(NC(=O)c2ccc(NC(=O)c3cccs3)cc2)no1,-2.1,0.3,0.1,.,-0.8,-3.7,-16.8,-2.5,-0.1,-32.4
COCCCN1C(=O)C(O)=C(C(C)=O)C1c1cccc(F)c1 (stereo unspecified),-1.3,8.1,-0.2,4.0,-0.8,-7.4,1.4,-2.4,-4.5,0.0
Cc1ccnc(NC(=O)CSc2ccc3c(c2)OCCO3)c1,0.3,0.9,-1.0,-10.8,0.4,-1.1,-4.5,6.8,2.6,2.6
O=C(Cc1ccc(Cl)cc1)Nc1ccc(-c2nnc(-c3ccco3)o2)cc1,-2.4,0.1,1.6,8.2,-0.9,-0.2,0.2,4.2,4.5,-65.6
COCCn1c(CN(Cc2ccccc2)Cc2ccccc2)nc2c1c(=O)n(C)c(=O)n2C,-2.6,-0.3,0.6,.,-0.9,-5.3,-2.5,-6.3,-2.5,29.5
CCc1ccccc1NC(=O)CSc1nc2ccccc2n1CC(=O)N(C)C,-0.2,4.8,0.2,-2.2,-1.5,-6.6,-8.0,-5.3,-0.8,32.1
CCSc1nnc(NC(=O)c2cc(C)nc3ccccc23)s1,3.2,-7.6,1.7,-1.7,-2.3,-0.4,4.3,-9.0,-6.3,22.8
COc1ccc(CNC(=O)[C@H](Cc2c[nH]c3ccccc23)NC(C)=O)cc1OC,0.3,5.6,-0.5,3.1,-1.2,-4.7,12.6,-14.7,-16.3,.
Cc1csc2ncc(C(=O)Nc3ccccc3Cl)c(=O)n12,0.3,1.1,-0.5,.,-1.1,5.7,-0.1,-6.3,-9.2,27.7
Cc1ccc(S(=O)(=O)NC2CCCC(C(=O)O)C2)cc1 (stereo unspecified),1.4,2.3,0.2,-2.4,.,2.9,4.5,1.2,-5.9,3.0
